# S1P2 antag = human S1P2 receptor antagonists, primary screen, cell-based; Sphingosine 1-phosphate receptor 2 (Homo sapiens), O95136; cell-based S1P2 antagonist assay, inhibition at 5 uM; inhibition, % at 5 µM; hit rate 0.21% among 97,000; in the data active means inhibition above about 45%;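 further: CRE beta-lactamase reporter cells expressing human S1P2 stimulated with S1P; 0% = agonist at EC80 alone and 100% = agonist plus reference antagonist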
# Target sequence (O95136 whole entry, looked up): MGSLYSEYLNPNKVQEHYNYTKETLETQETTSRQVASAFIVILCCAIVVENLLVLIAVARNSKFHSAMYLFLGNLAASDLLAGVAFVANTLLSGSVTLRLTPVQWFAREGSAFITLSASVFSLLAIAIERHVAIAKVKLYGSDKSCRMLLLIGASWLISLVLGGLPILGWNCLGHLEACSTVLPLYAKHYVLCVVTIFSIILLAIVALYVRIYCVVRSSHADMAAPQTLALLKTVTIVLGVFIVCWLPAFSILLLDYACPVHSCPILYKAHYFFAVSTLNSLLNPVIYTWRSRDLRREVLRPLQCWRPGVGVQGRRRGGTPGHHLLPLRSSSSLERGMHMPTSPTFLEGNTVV
# S1P2 ag = S1P2 receptor agonists, primary screen, cell-based | AID 729, 2007 | hit rate 0.46% among 97,000 | Sphingosine 1-phosphate receptor 2 (Homo sapiens), O95136 | S1P2-expressing cell line, agonist reporter read-out | activation, % at 4.5 µM; in the data active means activation above about 16%;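 further: 0% = vehicle low control and 100% = maximal reference agonist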
# Fibroblast inh = antiproliferative effect on LL 47 fibroblasts – human, LL 47 cells, CellTiter-Glo luminescence, primary screen | LL 47 human lung fibroblast viability, ATP luminescence; hits give low values | viability, % at 10 µM | hit rate 1.1% among 85,000 | AID 719, 2007;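 active means viability at or below 50% in the single dose screen; inactive means viability above 50%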;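 further: compound exposure lasted 72 h before the ATP readout; 100% = median luminescence of untreated cell-only wells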
#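 Benchmarks: Cell-only wells, no compound | Test system: LL 47 human lung fibroblasts, passage 12 or lower | Input: 1,150 cells/well | Measured by: CellTiter-Glo luminescence measuring cellular ATP | Medium: IMEM, 15% FBS supplement | Schedule: Overnight attachment after seeding, then 72 h compound exposure at 37 °C | Doses: Compound addition at 0.1% DMSO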
# sEH act = soluble epoxide hydrolase activators, primary screen, biochemical, human sEH; Bifunctional epoxide hydrolase 2 (Homo sapiens), P34913; activation, % at 2 µM; hit rate 0.04% among 91,000; purified human sEH enzymatic activity, activator screen; AID 717, 2007; in the data active means activation above about 37%; further: values of inactives mirror those of a sister screen read the other way
# Target sequence (P34913 whole entry, looked up): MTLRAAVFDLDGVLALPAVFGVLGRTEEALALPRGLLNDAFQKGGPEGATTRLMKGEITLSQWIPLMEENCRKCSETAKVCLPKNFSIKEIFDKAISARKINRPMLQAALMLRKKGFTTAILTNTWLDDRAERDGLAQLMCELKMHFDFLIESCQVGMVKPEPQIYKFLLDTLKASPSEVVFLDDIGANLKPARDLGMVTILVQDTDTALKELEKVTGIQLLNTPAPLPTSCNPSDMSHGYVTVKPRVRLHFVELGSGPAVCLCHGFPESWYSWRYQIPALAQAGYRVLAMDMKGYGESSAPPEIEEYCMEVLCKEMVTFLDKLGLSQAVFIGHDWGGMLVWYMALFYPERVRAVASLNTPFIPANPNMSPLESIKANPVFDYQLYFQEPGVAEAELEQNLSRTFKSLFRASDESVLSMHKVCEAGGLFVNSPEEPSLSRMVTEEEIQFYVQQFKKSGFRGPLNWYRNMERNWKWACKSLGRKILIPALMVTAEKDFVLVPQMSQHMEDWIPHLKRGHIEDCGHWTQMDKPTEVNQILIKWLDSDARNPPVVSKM
# HUVEC inhibit = inhibitors of HUVEC proliferation, primary screen, cell-based, 384-well | CellTiter-Glo luminescence, 72 h; hits give low values | viability, % at 10 µM (by protocol) | hit rate 1.1% among 86,000 | AID 648, 2007;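 active means viability at or below 30%; inactive means viability above 30%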;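 further: 100% = median luminescence of DMSO-only cell control wells on each plate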
# H69AR inhibit = proliferation blockers of H69AR lung cancer cells, primary screen, cell-based, human, 86K library. H69AR lung tumor viability, ATP luminescence, 72 h; hits give low values. viability, % at 10 µM. hit rate 6% among 85,000. AID 598, 2007;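 active means viability at or below 40%; inactive means viability above 40%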;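 further: multidrug resistant small cell line overexpressing MRP-1 efflux transporter; 100% = mean luminescence of untreated control wells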
# PTPN22 act = LYP phosphatase activators, primary screen, biochemical, DiFMUP fluorescence, 2 µM; Tyrosine-protein phosphatase non-receptor type 22 (Homo sapiens), Q9Y2R2; recombinant LYP; 0 = plate median, 100 = signal doubled; activation, % at 2 µM; hit rate 0.11% among 96,000;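 active means activation at 2 µM above a set limit, the mean plus 5 SD, cut at about 37% in these data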
# PostGolgi ctrl = growth inhibition of yeast control strain, primary screen, counter-screen for post-Golgi transport modulator project; efflux-deficient yeast background strain, growth absorbance A615, 16 h; inhibition, % at 10 µM; hit rate 5% among 98,000; in the data active means inhibition above about 30%
# sEH inh = soluble epoxide hydrolase inhibitors, primary screen, biochemical, human sEH; recombinant human sEH enzymatic activity assay; hit rate 0.34% among 91,000; inhibition, % at 2 µM; Bifunctional epoxide hydrolase 2 (Homo sapiens), P34913; in the data active means inhibition above about 80%; further: values of inactives mirror those of a sister screen read the other way; many of its hits are not listed in these tables
# Numbers without * were called inactive; . = no result given. The list is partial; the hit share may differ from the screen's.
SMILES,S1P2 antag,S1P2 ag,Fibroblast inh,sEH act,HUVEC inhibit,H69AR inhibit,PTPN22 act,PostGolgi ctrl,sEH inh
CCC(=O)Nc1cc(C(=O)N2CCC3(CC2)OCCO3)ccc1S(=O)(=O)c1ccc(C)cc1,17,-4,92,2,98,101,-1,11,-5
c1ccc2c(CNC3CCCCC3)c[nH]c2c1,-19,-5,92,4,91,66,0,-1,-6
Cc1cccc(C(=O)Nc2ccc(Cl)cc2C(=O)c2ccccc2)c1,6,-3,.,14,.,.,-9,13,-17
O=P(c1ccccc1)(c1nc2ccccc2s1)N1CCOCC1 (configuration not stated),2,-4,101,2,97,96,19,-2,-2
Cc1ccc(-n2c(O)c(C=NCc3cccnc3)c(=O)[nH]c2=O)cc1C,-2,-6,95,-2,86,89,7,-3,1
Cn1c(=O)cc(SCC(=O)N2CCC3(CC2)OCCO3)c2ccccc21,20,-7,120,.,73,88,0,-1,.
CN(C)CCOC(=O)c1cn(Cc2ccccc2)c2ccccc12,19,-1,.,.,.,.,-10,2,.
CCN1CCN(C(=O)Cc2coc3cc(C)cc(C)c23)CC1,-4,-7,99,-32,88,90,7,-3,34
CCOC(C(=O)OCC(O)CN(CC)CC)(c1ccccc1)c1ccccc1 (configuration not stated),30,-4,.,15,.,.,0,-4,-16
CCOC(=O)c1c(C)c(P(=S)(N2CCOCC2)N2CCOCC2)n(C)c1C,12,-3,96,-2,90,65,-6,4,3
CCN(N=Nc1nonc1OC)c1nonc1OC,-29,-3,96,12,97,96,26,.,-8
COc1cccc(C2C([N+](=O)[O-])=C(N)Oc3c2c(=O)oc2ccccc32)c1 (configuration not stated),-10,-3,.,14,.,.,-10,-2,-12
Cc1cc(Cl)ccc1OCC(=O)O,8,-6,104,10,92,75,-3,0,-9
Cc1cccc(-c2nc3ccccc3c(=O)n2-n2cccc2)c1,0,-3,95,4,96,98,3,7,-4
CC(=O)c1c(C)[nH]c(C(=O)N2CCC3(CC2)OCCO3)c1C,3,-4,.,.,.,.,-5,-3,.
CCOc1ccc(-n2c(O)c(C=NCCCn3ccnc3)c(=O)[nH]c2=O)cc1,-3,-4,99,7,100,94,-2,-4,-7
CCOC(=O)CCN=Cc1c(O)n(-c2ccc(Br)cc2)c(=O)[nH]c1=O,29,-5,102,18,106,92,7,19,-20
Cc1nc2cc(F)ccc2n1C1CCN(Cc2nnnn2CCc2ccccc2)CC1,-24,-3,101,.,91,67,2,2,.
CCOC(=O)C(O)(c1ccc(N(CC)S(=O)(=O)c2ccc(C)cc2)cc1)C(F)(F)F (configuration not stated),16,-6,94,9,100,81,-5,1,-9
CN(C)C(=O)Oc1cccc(NC(=O)N2CCOCC2)c1,-10,-6,102,10,98,96,0,.,-7
CCN1CCN(Cc2cc(OC)c(OC)cc2[N+](=O)[O-])CC1,-13,0,.,5,.,.,11,3,-2
C=CCn1c(O)c(C(CC)=NCc2cc(OC)cc(OC)c2)c(=O)[nH]c1=O,-21,6,.,-7,.,.,6,34*,5
COc1ccc(OC)c(-n2c(O)c(C=NCc3ccc4c(c3)OCO4)c(=O)[nH]c2=O)c1,11,0,96,-6,96,102,-3,5,5
COc1ccc(-n2c(C)nc3cc(C(=O)N4CCC5(CC4)OCCO5)ccc32)cc1,.,.,92,.,80,29*,.,13,.
NCCCP(=O)(O)CCc1ccccc1,11,-14,102,7,96,94,7,-3,-4
c1ccc(CNCCc2ccc3c(c2)OCO3)nc1,-11,0,96,8,97,97,2,.,-4
O=C1NC(=O)C2(Cc3ccccc3N3CCCC32)C(=O)N1Cc1ccccc1 (configuration not stated),.,.,92,.,85,93,.,5,.
CCCCN1C(=O)/C(=C/c2ccc(N(C)C)cc2)C(=O)N(Cc2ccco2)C1=O,4,-4,.,4,.,.,6,3,-4
Cc1cc(C)nc(/N=C(\N)c2c(O)[nH]c(=O)[nH]c2=O)n1,-34,-5,.,-1,.,.,6,5,1
Cc1ccc(CN2CCN(C)CC2)c(C)c1,.,.,98,.,102,99,.,2,.
CC(=O)NC(Cc1ccc(N(CCCl)CCCl)cc1)C(=O)O (configuration not stated),-16,-6,97,-1,110,94,-2,.,4
CCC(NC(=O)OC(C)(C)C)C(=O)Oc1cc(C)cc2oc(=O)c3c(c12)CCC3 (configuration not stated),-14,-1,103,13,97,80,-3,6,-13
COc1ccc(CC(=O)N2CCN(C)CC2)cc1OC,9,-2,85,7,81,90,1,12,-9
CC(C)c1ccc(N2C(=O)NC(=O)/C(=C\c3cnc(-c4ccccc4)nc3)C2=O)cc1,-13,-4,.,-17,.,.,2,-3,19
CCCCn1c(O)c(C(CC)=NC(C)c2ccccc2)c(=O)[nH]c1=O (configuration not stated),-19,-7,99,-1,75,17*,3,52*,4
CN1CCN(c2c[nH]c(=O)[nH]c2=O)CC1,14,-5,99,1,96,112,4,-3,2
COCCNC(=O)c1c(N)n(Cc2ccco2)c2nc3ccccc3nc12,-17,10,93,-2,82,50,2,51*,2
CCCCn1c(O)c(C=NC2CC3CCC2(C)C3(C)C)c(=O)[nH]c1=O (configuration not stated),-18,1,96,-7,98,15*,-11,63*,9
Cn1c(O)c(/C=N/c2ncccn2)c(=O)n(C)c1=O,6,0,.,-2,.,.,-5,9,3
COc1ccc(C2SCC(=O)Nc3c2c(C)nn3C2CCOC(C)(C)C2)cc1OC (configuration not stated),-20,-9,100,11,99,94,-2,5,-10
CN1CCN(Cc2ccccc2C(F)(F)F)CC1,.,.,97,.,83,92,.,-1,.
NC(=O)CN1C2CCC1CC(NC(=O)C1CC1)C2 (configuration not stated),3,-2,88,5,100,92,-16,4,-4
C=CCC1(CN2CCCC2=O)C(=O)NC(=O)NC1=O,-2,-2,106,10,92,98,8,8,-11
Cc1cc(C)nc(NC2=NCCS2)n1,16,-2,93,6,101,105,-5,6,-4
CCCCn1c(O)c(C(C)=NC(C)c2ccccc2)c(=O)[nH]c1=O (configuration not stated),7,-10,108,-8,85,28*,-11,19,9
O=C(Nc1ccc(Cl)cc1C(=O)c1ccccc1Cl)c1ccco1,16,-1,.,-5,.,.,5,8,5
CC1CN=C(Nc2cccc3ccccc23)S1 (configuration not stated),9,-4,70,7,91,92,16,4,-7
CC(=O)Nc1ccc(OC(=O)N(C)C)cc1,-10,-7,104,-20,99,98,2,2,20
COc1cccc(-n2c(-c3ccoc3)nc3ccccc3c2=O)c1,-74,0,103,-7,90,88,-1,10,8
O[C@H]1C2CCC1C(N1CCCCC1)CC2 (some centres not stated),-7,-9,98,3,96,94,-8,-4,-1
CCN1CCN(Cc2cc(Br)cc(OC)c2O)CC1,13,-4,94,0,96,85,-2,-2,3
CCCN1CCC2(CC1)NC(CO)(CO)CO2,-33,-7,.,-10,.,.,8,8,13
CCCCCCOc1ccc(CN2CCN(C)CC2)cc1,7,-8,.,20,.,.,4,23,-17
CN(C)CCCN=Cc1c(O)n(CCc2ccc(F)cc2)c(=O)[nH]c1=O,18,-7,100,17,94,89,6,7,-16
CN1CCN(c2ccccc2N)CC1,-21,-3,102,19,106,98,11,-1,-18
CCOC(=O)CC1=C(C(=O)OCC)C2(C(=O)N1)C(C(=O)OC)=C(N)Oc1ccccc12 (configuration not stated),-2,-5,93,1,86,88,6,17,4
CCCC1COC(Cn2cncn2)(c2ccc(Cl)cc2Cl)O1 (configuration not stated),5,-3,95,17,101,87,-61,96*,-18
CCC(C)NS(=O)(=O)c1ccc(OCC(=O)N2CCN(CC)CC2)cc1 (configuration not stated),0,-6,96,6,92,94,1,.,-1
O=C(Cn1cc(C(=O)c2ccccc2)c2ccccc21)NCc1ccco1,-4,-3,.,-9,.,.,6,7,5
Cc1nc2cc(-c3cccc(F)c3)nn2c(C)c1CCC(=O)N1CCC2(CC1)OCCO2,3,-8,.,17,.,.,8,19,-19
CC(=C1C(=O)c2ccccc2C1=O)N1CCN(CCN=Cc2c(O)n(C)c(=O)n(C)c2=O)CC1,-19,-8,108,13,88,99,-3,2,-13
COC(=O)C1C2c3ccccc3OC1(C)N=c1s/c(=C/c3cn(C)nc3C)c(=O)n12 (configuration not stated),4,-7,.,7,98,97,4,15,-6
O=C(Cc1ccccc1)N1CCN(Cc2cccnc2)CC1,8,0,.,4,.,.,0,10,-6

# 14 entries already listed, ordered by molecular weight, falling.
SMILES,S1P2 antag,S1P2 ag,Fibroblast inh,sEH act,HUVEC inhibit,H69AR inhibit,PTPN22 act,PostGolgi ctrl,sEH inh
CC(=C1C(=O)c2ccccc2C1=O)N1CCN(CCN=Cc2c(O)n(C)c(=O)n(C)c2=O)CC1,-19,-8,108,13,88,99,-3,2,-13
Cc1nc2cc(-c3cccc(F)c3)nn2c(C)c1CCC(=O)N1CCC2(CC1)OCCO2,3,-8,.,17,.,.,8,19,-19
CCOC(=O)CC1=C(C(=O)OCC)C2(C(=O)N1)C(C(=O)OC)=C(N)Oc1ccccc12 (configuration not stated),-2,-5,93,1,86,88,6,17,4
COC(=O)C1C2c3ccccc3OC1(C)N=c1s/c(=C/c3cn(C)nc3C)c(=O)n12 (configuration not stated),4,-7,.,7,98,97,4,15,-6
CCC(C)NS(=O)(=O)c1ccc(OCC(=O)N2CCN(CC)CC2)cc1 (configuration not stated),0,-6,96,6,92,94,1,.,-1
CCCC1COC(Cn2cncn2)(c2ccc(Cl)cc2Cl)O1 (configuration not stated),5,-3,95,17,101,87,-61,96*,-18
COc1cccc(-n2c(-c3ccoc3)nc3ccccc3c2=O)c1,-74,0,103,-7,90,88,-1,10,8
O=C(Cc1ccccc1)N1CCN(Cc2cccnc2)CC1,8,0,.,4,.,.,0,10,-6
CN1CCN(Cc2ccccc2C(F)(F)F)CC1,.,.,97,.,83,92,.,-1,.
NC(=O)CN1C2CCC1CC(NC(=O)C1CC1)C2 (configuration not stated),3,-2,88,5,100,92,-16,4,-4
CCCN1CCC2(CC1)NC(CO)(CO)CO2,-33,-7,.,-10,.,.,8,8,13
CC1CN=C(Nc2cccc3ccccc23)S1 (configuration not stated),9,-4,70,7,91,92,16,4,-7
O[C@H]1C2CCC1C(N1CCCCC1)CC2 (some centres not stated),-7,-9,98,3,96,94,-8,-4,-1
Cc1cc(C)nc(NC2=NCCS2)n1,16,-2,93,6,101,105,-5,6,-4

# Screening data from PubChem.
